Screening results from PubChem.
TrxR1 inh – blocks rat thioredoxin reductase 1; Potency, µM (titrated, usually from 114 µM), for inactives: top-dose activity change, negative = inhibition, most hits filed as inhibitors; 1% of 390,000 active; recombinant rTrxR1, NADPH fluorescence consumption, selenite substrate; further: on the % scale 0 is the no-effect control and ±100 the full control effect; nearly all actives have a fitted effect of over 65% in size
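Rat TrxR1 (90 nM in the dispensed reagent) was pre-reduced with 400 uM NADPH for 5 min at room temperature, then incubated with compound for 15 min. After 400 uM selenite was added, NADPH fluorescence (Ex 340/Em 450 nm) was followed for 8 min.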
12-LOX inh – ALOX12 (human) lipoxygenase inhibition | P18054 | purified 12hLO, xylenol orange hydroperoxide absorbance | Potency, µM (titrated, usually from 108 µM), without a hit: at the highest dose activity change, negative = inhibition, usual class: inhibitors | 1.1% of 580,000 active; further: on the % scale 0 is the no-effect control and ±100 the full control effect
Target sequence (P18054 whole entry, looked up): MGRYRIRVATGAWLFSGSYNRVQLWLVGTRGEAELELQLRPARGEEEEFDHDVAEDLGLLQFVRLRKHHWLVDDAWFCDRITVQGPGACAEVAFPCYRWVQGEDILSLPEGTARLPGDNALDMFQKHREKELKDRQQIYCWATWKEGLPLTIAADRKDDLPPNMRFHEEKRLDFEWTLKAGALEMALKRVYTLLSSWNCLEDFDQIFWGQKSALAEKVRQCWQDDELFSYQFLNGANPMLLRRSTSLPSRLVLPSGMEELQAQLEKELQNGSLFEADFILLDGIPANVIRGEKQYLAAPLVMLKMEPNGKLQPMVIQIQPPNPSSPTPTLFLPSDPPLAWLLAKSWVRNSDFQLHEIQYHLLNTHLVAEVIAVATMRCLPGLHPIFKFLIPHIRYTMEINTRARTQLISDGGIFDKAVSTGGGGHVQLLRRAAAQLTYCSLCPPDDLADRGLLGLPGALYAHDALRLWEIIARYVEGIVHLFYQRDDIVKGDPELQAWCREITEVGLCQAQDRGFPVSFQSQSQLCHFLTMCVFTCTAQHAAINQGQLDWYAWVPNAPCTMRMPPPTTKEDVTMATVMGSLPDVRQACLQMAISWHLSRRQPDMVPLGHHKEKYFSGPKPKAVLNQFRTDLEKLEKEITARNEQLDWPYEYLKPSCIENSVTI
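Purified human 12hLO at 150 nM in 25 mM Hepes, 0.01% Triton X-100, pH 7.0, preincubated 15 min at room temperature with compound. Reaction started with 40 uM arachidonic acid, 30 min at room temperature. Hydroperoxide measured by Fe-xylenol orange, 573/405 nm absorbance ratio.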
USP1-UAF1 inh – blocks the human USP1/UAF1 deubiquitinase complex. 0.23% of 390,000 active. recombinant USP1/UAF1, Ub-Rhodamine cleavage fluorescence. Potency, µM (highest dose often 57.1 µM), for the others: at the top dose activity change, negative = inhibition, hits mostly inhibitors. O94782; further: on the % scale 0 is the no-effect control and ±100 the full control effect; nearly all actives have a fitted effect of over 60% in size; inactives centre near -12
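1 nM enzyme complex + cpd, 15 min RT; start with Ub-Rho 150nM final; kinetic fluorescence ex 480/em 540, 6 reads q60 s. Buffer 50mM HEPES pH 7.8, 0.5mM EDTA, 0.1 mg/ml BSA, 1mM TCEP, 0.01% Tween-20.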
RGS4 inh – blocks human RGS4-accelerated GTP hydrolysis | P49798 | Transcreener GDP fluorescence polarization, RGS4-accelerated GTP hydrolysis | Potency, µM (series often up to 114 µM), inactives show top-dose activity change, negative = inhibition, actives largely listed as inhibitors | 0.039% of 390,000 active; further: on the % scale 0 is the no-effect control and ±100 the full control effect; nearly all actives have a fitted effect of over 75% in size; some results filed as inactive show a strong effect at the top dose
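MLSMR compounds (23 nl, pin-transferred) preincubated 10 min at room temperature with a 500nM (2x) first reagent, then RGS4 at 900nM (2x) plus Transcreener GDP mix added; fluorescence polarization (620/688 nm) read before and after 90 min at 30 °C.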
Vif-APOBEC3F blk – Vif-A3F binding inhibition. 0.2% of 390,000 active. AID 602313. Potency, µM (top dose mostly 46.1 µM), inactives show at the highest dose activity, negative = active. HeLa A3F-eYFP + Vif (tagged APOBEC3F with the HIV-1 protein that degrades it), YFP fluorescence increase; further: % of control where 0% means no effect; nearly all actives have a fitted effect of over 65% in size
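HeLa cells stably expressing A3F-eYFP plus Vif, plated and incubated overnight at 37 deg C, then exposed to compounds overnight at 37 deg C. Blocked degradation read as raised yellow fluorescence (Ex 488/Em 500-530).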
TrxR1 substrate – rat thioredoxin reductase 1 substrate activity; purified TrxR1 substrate turnover, NADPH consumption readout; Potency, µM (highest dose often 114 µM), for inactives: at the highest dose activity change, negative = substrate turnover; 0.01% of 390,000 active; AID 588456; further: on the % scale 0 is the no-effect control and ±100 the full control effect; nearly all actives have a fitted effect of over 50% in size
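Rat TrxR1, dispensed at 90 nM, was prereduced with 400 uM NADPH (final) for 5 min at ~22 deg C, then incubated with compound 15 min before 400 uM selenite. A first-read NADPH fluorescence drop versus no-compound background flagged substrates.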
Vif-A3G inh – Vif-A3G binding inhibition. AID 602310. Potency, µM (top dose mostly 46.1 µM), for inactives: top-dose activity, negative = active, hits mostly inhibitors. HeLa A3G-eYFP + Vif (tagged APOBEC3G with the HIV-1 protein that degrades it), YFP fluorescence, overnight. Q9HC16. 0.076% of 410,000 active;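 further: on the % scale 0 is the no-effect control and ±100 the full control effect; nearly all actives have a fitted effect of over 60% in size; hits raise eYFP signal because A3G escapes Vif-driven loss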
Target sequence (Q9HC16 whole entry, looked up): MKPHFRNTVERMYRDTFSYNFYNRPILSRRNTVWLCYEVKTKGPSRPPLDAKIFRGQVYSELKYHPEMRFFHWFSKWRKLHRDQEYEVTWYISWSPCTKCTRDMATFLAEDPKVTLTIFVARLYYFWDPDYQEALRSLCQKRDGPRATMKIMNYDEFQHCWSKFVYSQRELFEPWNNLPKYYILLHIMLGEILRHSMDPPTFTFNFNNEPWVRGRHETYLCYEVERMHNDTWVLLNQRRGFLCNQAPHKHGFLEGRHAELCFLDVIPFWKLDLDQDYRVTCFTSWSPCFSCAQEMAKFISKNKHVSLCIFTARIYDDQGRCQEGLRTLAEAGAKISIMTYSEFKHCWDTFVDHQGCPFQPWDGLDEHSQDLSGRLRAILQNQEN
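Read-out is eYFP fluorescence (Ex 488/Em 500-530) from Vif-expressing HeLa A3G-eYFP cells; more signal means A3G escaped Vif-mediated degradation. Cells plated overnight, compound pinned in, incubated overnight at 37 deg C.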
RXFP1 ag – RXFP1 (human) receptor agonism; 0.3% of 370,000 active; Q9HBX9; Potency, µM (titrated, usually from 57.5 µM), inactives show at the highest dose activation, hits mostly activators; HEK293T-RXFP1 cAMP TR-FRET, 30 min; response scale: percent of porcine relaxin response, buffer zero; further: on the % scale 0 is the no-effect control and ±100 the full control effect; nearly all actives have a fitted effect of over 60% in size; many of its hits are not listed in these tables
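Agonist response is measured as cAMP accumulation in an RXFP1-transfected HEK293T line under PDE4 inhibition. Values are scaled between buffer-only and 29 nM porcine relaxin, and EC50s come from standard Hill equation fits.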
mIDH1 inhibitor – blocks human mutant IDH1 R132H enzyme. 0.093% of 390,000 active. Potency, µM (titrated, usually from 76.6 µM), without a hit: at the top dose activity change, negative = inhibition, most hits filed as inhibitors. IDH1-R132H enzyme, NADPH consumption, diaphorase/resazurin fluorescence; further: on the % scale 0 is the no-effect control and ±100 the full control effect; nearly all actives have a fitted effect of over 65% in size
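IDH1-R132H (0.5 ug/mL dispensed) in pH 7.5 Tris buffer was preincubated 30 min with compound, then given a substrate mix of 0.016 mM NADPH and 2 mM alpha-KG for 80 min at room temperature; remaining NADPH was read by diaphorase/resazurin fluorescence.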
An asterisk follows results filed as active; ? = inconclusive; · = not tested or not shown; [ ] = dose if it differs, or a comment. The call rests on the fitted dose curve; in most records, active means well fitted curve in the direction sought with a large enough effect; inconclusive means small, poorly fitted or top-dose-only effect, or another doubt; inactive means no such curve, though single readings can be large; an effect the other way counts as inactive or inconclusive. Potency means the concentration at half of the fitted maximal effect.

TrxR1 inh | 12-LOX inh | USP1-UAF1 inh | RGS4 inh | Vif-APOBEC3F blk | TrxR1 substrate | Vif-A3G inh | RXFP1 ag | mIDH1 inhibitor | compound
10% | ? | 1% | -3% | -11% | 2% | 8% | 1.1% | -8% | Cc1c(CNC(C)CCc2ccccc2)c(C(=O)O)c(C)n1Cc1ccc(F)cc1 (stereo not drawn)
16%[57.1 µM] | -6% | -15% | -25% | 9% | -16%[57.1 µM] | -1% | 0.6% | 8% | CC(=O)CCc1c(C)nc2ccc(C)cc2c1Cl
19% | 12% | -20% | -7% | 1% | 23% | 3% | 2.4% | 6% | Cc1coc2c(C)c3oc(=O)c(CCC(=O)NCCCn4ccnc4)c(C)c3cc12
-5% | -57% | -13% | 5% | -11% | -4% | -5% | · | 2% | CC(OC(=O)Nc1cccc(Cl)c1)C(=O)OC1CCCCC1 (stereo not drawn)
-20% | ? | -3% | -23% | 4% | -4% | 0% | -1.9% | 9% | COc1cc(/C=N/n2c(-c3cc(C)[nH]n3)n[nH]c2=S)cc(OC)c1OC
16%[57.1 µM] | -17% | -2% | -16% | 6% | 4%[57.1 µM] | 2% | 0.7% | -1% | CC(=O)N/C(=C/c1ccc2c(c1)OCO2)C(=O)NCc1ccccc1
10%[57.1 µM] | 61%[activator] | -5% | 16% | ? | 6%[57.1 µM] | -8% | 7.2% | 3% | NC(N)=N/N=C/c1ccc2cccc(OCc3ccccc3)c2n1
8%[57.1 µM] | -25% | -8% | 0% | 0% | 9%[57.1 µM] | 0% | 1.5% | 6% | OC(COc1ccc(OCc2ccccc2)cc1)CN1CCCCC1 (stereo not drawn)
18% | -1% | ? | 6% | 8% | 2% | 5% | 1.2% | 9% | CN(CC(=O)NCc1ccc2c(c1)OCO2)S(=O)(=O)c1ccc(F)cc1
9% | 40µM* | -15% | 3% | ? | -5% | 7% | -0.1% | -5% | C/C(CCc1ccccc1)=N\NC(=S)NCCc1ccccc1
8%[57.1 µM] | -7% | -6% | -23% | -23% | -4%[57.1 µM] | -6% | 0.5% | 7% | COc1ccc(C(=O)O)cc1NCc1cccnc1
11% | 0% | -2% | 14% | 4% | 5% | 0% | -2.2% | 0% | C=CCn1c2c(c(=O)[nH]c1=S)CN(C(C)c1ccccc1)CN2 (stereo not drawn)
0% | 407%[activator] | -13% | 25% | -5% | 2% | -3% | -0.1% | 5% | Cc1ccc(NC(=O)c2ccccc2OCc2c(C)noc2C)cc1S(=O)(=O)N(C)C
15% | -5% | -29% | 14% | 5% | -1% | -12% | 22% | -5% | COc1ccccc1NC(=O)CSc1nc2sc3c(c2c(=O)n1-c1ccccc1)CCN(C)C3
-3% | ? | -3% | ? | 1% | 1%[57.1 µM] | 2% | -0.5% | -1% | CCOC(=O)c1ccc(NS(=O)(=O)c2ccc3[nH]c(=O)[nH]c3c2)cc1
26% | -4% | -21% | -21% | 12% | 9% | 0% | 0.7% | 15% | COC(=O)c1cc(NC(=O)c2ccccc2F)cc(C(=O)OC)c1
19%[57.1 µM] | -17% | -20% | -4% | 3% | -17%[57.1 µM] | -7% | 1.0% | 5% | CC(C)(C)c1ccc(-c2noc(-c3ccno3)n2)cc1
17% | 15% | -17% | -115% | -6% | -2% | 8% | · | 9% | CC1CN(S(=O)(=O)c2cc(C(=O)N3CCCCC3C)ccc2Cl)CC(C)O1 (stereo not drawn)
1.4µM* | 3% | -16% | -16% | 3% | 6% | ? | 0.0% | -3% | CCCCS(=O)(=O)c1oc(-c2ccc(F)cc2)nc1S(=O)(=O)c1ccc(C)cc1
-22% | 14% | -1% | -14% | -8% | -14% | -2% | -2.7% | 0% | COc1ccc(C(=O)CSc2nnc(CNC(=O)c3ccccc3)n2C)cc1
10% | -4% | -14% | -6% | 4% | 13% | 4% | 5.8% | 2% | COc1ccc(-c2nn(-c3ccccc3)cc2C2CC(c3cccs3)=NN2C(=O)CCC(=O)O)cc1 (stereo not drawn)
-12% | -16% | -18% | -31% | 0% | -17% | -6% | 1.2% | 2% | Cc1cc(=O)[nH]c(N/N=C/c2ccc(Br)s2)n1
2%[57.1 µM] | -18% | -9% | 1% | -11% | 3%[57.1 µM] | -3% | 4.0% | 6% | O=C(NCCCN1CCOCC1)c1ccc(Sc2ccc(Br)cc2)c([N+](=O)[O-])c1
-7% | -17% | -5% | -4% | -8% | 8%[57.1 µM] | 1% | 1.5% | 2% | CCOC(=O)N1N=C(c2ccc(C)cc2)CC1(O)C(F)(F)F (stereo not drawn)
? | -5%[57.4 µM] | -20% | -3% | 7% | 0% | -2% | 17% | 3% | COC(=O)c1ccc(CSc2ccc3nnc(-c4ccccn4)n3n2)o1
15%[57.1 µM] | 2% | -24% | -6% | 4% | -7% | 0% | 0.3% | -1% | CN(Cc1ccc(F)cc1)C(=O)c1ccc(NS(=O)(=O)c2ccccc2)cc1
1%[57.1 µM] | -3% | -7% | 5% | -12% | 3%[57.1 µM] | -2% | 4.2% | -3% | O=C1NC(Cc2c[nH]c3ccccc23)C(=O)N1Cc1cccc2ccccc12 (stereo not drawn)
15% | 3% | -20% | -1% | 0% | -3% | -9% | 0.0% | -3% | COc1ccccc1CNC(=O)c1nn(C)c2c1CS(=O)(=O)c1ccccc1-2
16% | -29% | -12% | -16% | -6% | 7% | -1% | -2.5% | 39%[activator] | CCOc1ccc(N(CC(=O)Nc2ccccc2CC)S(=O)(=O)c2c(C)[nH]c(=O)[nH]c2=O)cc1
8% | 20% | -8% | 15% | 0% | 1% | -1% | 0.0% | -6% | CC1CCCC(CC(=O)O)(CC(=O)O)C1 (stereo not drawn)
-19% | -13% | -6% | -22% | 1% | 1% | -1% | 0.7% | 3% | COc1ccccc1N1CCN(C(c2cccs2)C(C)NC(=O)c2cccs2)CC1 (stereo not drawn)
73%[activator] | 0% | -16% | ? | -8% | 354%[activator] | 5% | 15% | 10% | CCOCCCn1c(=N)c(C(N)=S)cc2c(=O)n3cccc(C)c3nc21
16% | 2% | ? | -18% | 0% | -1% | 1% | 1.5% | 2% | COc1ccc(-c2noc(CSc3nnc(-c4ccncc4)n3-c3ccc(C)cc3)n2)cc1
-5% | 8% | -22% | -20% | -1% | -4% | -1% | 0.6% | 10% | Cc1sc(NC(=O)CS(=O)(=O)c2ccccc2)c(C(N)=O)c1C
? | -14% | 4% | 21% | -9% | 7%[57.1 µM] | -2% | 1.1% | 6% | Cc1cc(C)nc(N2N=C(CSc3ccc(Cl)cc3)CC2=O)n1
9% | -7% | -20% | -1% | -2% | -3%[57.1 µM] | -1% | -0.4% | 8% | COc1cc(/C=N/Nc2ccc(C(F)(F)F)cn2)ccc1O
4% | -17% | 0% | 4% | -2% | -4% | -6% | -1.4% | -14% | CCc1nnc2c(Nc3cccc(F)c3)nc3ccc(C(=O)c4ccccc4)cc3n12
12% | -18% | -14% | -25% | 1% | 6% | 1% | 1.7% | -3% | CCCNS(=O)(=O)c1ccc(CCC(=O)Nc2ccc3c(c2)OCCO3)cc1
11% | -6% | 1% | 6% | -17% | -2% | 0% | 5.0% | 12% | O=C(CSc1nc2ccccc2c(=O)[nH]1)N1CCN(S(=O)(=O)c2ccccc2)CC1
18% | 2% | -16% | 16% | 2% | 0% | 0% | -0.2% | -10% | COc1ccc(N2CCN(C(=O)c3ccc(S(=O)(=O)N4CCCC4)cc3)CC2)cc1

3 of the entries above in order of their number in RXFP1 ag, highest first:
| SMILES | RXFP1 ag |
| --- | --- |
| COc1ccc(-c2noc(CSc3nnc(-c4ccncc4)n3-c3ccc(C)cc3)n2)cc1 | 1.5% |
| COc1ccc(N2CCN(C(=O)c3ccc(S(=O)(=O)N4CCCC4)cc3)CC2)cc1 | -0.2% |
| CCc1nnc2c(Nc3cccc(F)c3)nc3ccc(C(=O)c4ccccc4)cc3n12 | -1.4% |

Further entries follow.
TrxR1 inh | 12-LOX inh | USP1-UAF1 inh | RGS4 inh | Vif-APOBEC3F blk | TrxR1 substrate | Vif-A3G inh | RXFP1 ag | mIDH1 inhibitor | compound
? | -5% | -24% | -29% | -5% | 18% | 2% | 3.1% | 16% | Nc1cccnc1Sc1ccc(Cl)cc1
-2%[57.1 µM] | -141% | -13% | 10% | -7% | 7%[57.1 µM] | 1% | 2.4% | 15% | NC(=S)Cc1ccc(Cl)cc1Cl
44%[activator] | -1% | -27% | 1% | 2% | 50%[activator] | -2% | 21% | 11% | COc1ccc(-c2nc(C#N)c(NCc3ccc(C)cc3)o2)cc1OC
22% | 0% | -15% | -1% | 11% | -1% | 6% | 2.9% | 26% | COc1ccc(-c2cn3nc(N4CCCC(C(=O)NCCCOC(C)C)C4)sc3n2)cc1 (stereo not drawn)
67%[activator] | 0% | -15% | -36% | 3% | 367%[activator] | -1% | -19% | 9% | CC(C)c1cc(NCCOCCO)n2c(nc3ccccc32)c1C#N
7% | -5% | -17% | 1% | -11% | -5% | 0% | -0.1% | 0% | CCOC(=O)C1CCN(S(=O)(=O)CCNC(=O)c2ccc(F)cc2)CC1
14% | 0% | -11% | -7% | -8% | 8% | -2% | · | 0% | NS(=O)(=O)c1ccc(Cl)c(S(N)(=O)=O)c1
9% | 2% | -16% | -22% | 1% | 0% | -1% | 4.3% | -6% | Cc1ccc(C)c(NC(=O)Cn2c(=O)n(CC(=O)NCCc3ccccc3)c(=O)c3ccccc32)c1
8%[57.1 µM] | 92%[activator] | ? | -8% | -5% | -8% | -3% | -3.4% | 17% | CC(=O)Nc1ccc(/C=N/Nc2nncc3ccccc23)cc1

Some of the compounds tested; rates above refer to the full screens.
